MrgX1 antag – blocks BAM8-22 activation of human MrgX1 receptor | Q96LB2 | MRGX1-HEK293 calcium flux, Fluo-4, BAM8-22 antagonism; hits give low values | B-score at 10 µM | 310,000 tested, 1.3% active;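 active = calcium-response B-score plate-corrected more than 3 library SD below zero, starting fluorescence within 5 deviations, no agonist response on first addition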;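 note: peak minus trough fluorescence over baseline after final BAM8-22 challenge near maximal dose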
Target sequence (Q96LB2 whole entry, looked up): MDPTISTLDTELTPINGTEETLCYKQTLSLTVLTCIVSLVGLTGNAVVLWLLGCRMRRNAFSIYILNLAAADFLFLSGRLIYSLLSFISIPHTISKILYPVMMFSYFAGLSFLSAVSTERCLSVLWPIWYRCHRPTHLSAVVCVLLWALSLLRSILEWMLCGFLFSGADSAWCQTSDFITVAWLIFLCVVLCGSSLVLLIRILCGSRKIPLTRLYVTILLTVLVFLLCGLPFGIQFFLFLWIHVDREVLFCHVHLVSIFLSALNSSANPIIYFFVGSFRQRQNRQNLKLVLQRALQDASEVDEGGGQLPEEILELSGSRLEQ
TRPC6 inhibitor – inhibitors of mouse TRPC6 channel; 310,000 tested, 1.1% active; HEK293-TRPC6, membrane potential dye, ACh-evoked depolarization; hits give low values; Q61143; B-score at 10 µM; AID 2553;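 active = B-score under library mean minus 3 SD, initial fluorescence not abnormally high, positive integrated signal ratio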;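 note: B-score derived from integrated fluorescence ratio over the kinetic read; more negative B-score means stronger inhibition of depolarization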
MrgX1 PAM – allosterically activates human MrgX1 receptor signaling; MrgX1-HEK293, Fluo-4 calcium flux, FDSS; hits give high values; Q96LB2; 310,000 tested, 0.63% active; B-score at 10 µM;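 active = plate-corrected calcium response at least 3 library SD above typical, normal starting fluorescence, not activating the receptor alone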;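 note: compound read alongside a low EC10 to EC30 dose of BAM8-22 agonist; peak minus trough fluorescence over baseline measured at the second addition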
SKKanGAS inh – inhibitors of SKKanGAS S. pyogenes growth in kanamycin (SK-promoter or general growth effect) | BacTiter-Glo, 6 h | inhibition, % at 7.5 µM | 300,000 tested, 1.3% active | AID 1662;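 active = mean replicate score, as percent of positive control median, at least 50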;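 note: strain carries kanamycin resistance gene driven by streptokinase promoter and grows in 40 µg/ml kanamycin; loss of luminescence reflects streptokinase promoter inhibition or plain growth inhibition; 0% = median of DMSO wells and 100% = positive control at its reference dose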
TRPC4 agonist – opens the mouse TRPC4 cation channel | HEK293 TRPC4beta/mu-opioid, Fluo4 calcium fluorescence; hits give high values | AID 2237 | B-score at 10 µM | 310,000 tested, 0.49% active | Q9QUQ5;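 active = B-score above 5 SD of library B-scores, and initial fluorescence ratio not above library mean plus 5 SD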;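 note: positive B-score marks a calcium rise read as TRPC4 activation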
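Test system: HEK293 cells stably co-expressing mouse TRPC4beta and mu-opioid receptor | Schedule: Fluo4 dye loading 45 min at room temperature, 110 s recording | Measured by: Kinetic Fluo4 calcium fluorescence, 5 s baseline at 1 Hz | Evaluation: B score of integrated ratio | Controls: Buffer (low) and maximal DAMGO (high)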
ANO1 activ – mouse TMEM16A channel activation, primary screen. Q8BHY3. HEK293 TMEM16A/YFP-H148Q/I152L, iodide quench fluorescence; hits give low values. B-score at 10 µM. 340,000 tested, 0.3% active. AID 623877;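 active = fluorescence-ratio B-score plate-corrected deviation score at least 3 library SD below zero, with starting fluorescence score within 5 deviations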;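 note: channel opened by trigger with iodide after compound preincubation; score built on the fluorescence ratio of max minus min over baseline; more negative score means more quench and so TMEM16A activation or potentiation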
TRPC4 block – inhibitors of mouse TRPC4 channel; AID 2247; HEK293 TRPC4beta/mu-opioid, DAMGO-evoked Fluo4 calcium flux; hits give low values; 300,000 tested, 0.39% active; Q9QUQ5; B-score at 10 µM;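 active = B-score over 3 SD under the library average, no early fluorescence shift, positive overall ratio signal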
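System: stable TRPC4beta/mu-opioid receptor HEK293 cells; Dosing: single-point compound dosing; Measured by: Fluo4 Ca2+ flux fluorescence; Read-out basis: per-well B score of integrated baseline-normalized Fluo4 ratio.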
TRPC6 activator – mouse TRPC6 channel activation. HEK293-TRPC6 membrane potential dye fluorescence; hits give high values. Q61143. 310,000 tested, 0.13% active. B-score at 10 µM;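 active = B-score of the integrated fluorescence ratio above library mean plus 3 SD, and starting fluorescence ratio within library mean plus 5 SD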;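 note: higher score means more depolarization so channel activation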
TRPC4 potent – allosteric potentiators of mouse TRPC4 channel; Q9QUQ5; HEK293 TRPC4beta/mu-opioid, DAMGO EC20, Fluo-4 Ca2+ flux; hits give high values; B-score at 10 µM; 310,000 tested, 0.42% active;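 active = B-score of calcium response area above 5 SD of library B-scores, with initial fluorescence ratio within 5 SD of library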;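 note: B-score of integrated fluorescence ratio over time as area under calcium response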
MrgX1 ag – activates human MrgX1 receptor signaling. MrgX1-HEK293 cells, Fluo-4 calcium fluorescence, agonist mode; hits give high values. Q96LB2. AID 588627. 310,000 tested, 0.44% active. B-score at 10 µM;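 active = calcium response B-score plate-corrected fluorescence ratio at least 3 library SD, with starting fluorescence B-score inside 5 SD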
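Material: MrgX1-expressing HEK293 cells; input: 15,000 cells per well; doses: test compound given as first of three sequential additions; schedule: overnight plating before 1 h dye loading; technique: Fluo-4 NW calcium-flux fluorescence, kinetic read; evaluation: baseline-normalised fluorescence change ratio, B-scored; control set: plate-wise positive and negative controls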
ANO1 block – blocks the mouse calcium-activated chloride channel TMEM16A | HEK293 TMEM16A/YFP iodide influx fluorescence, ionomycin | normalized B-score (activity score, 25-100; higher = stronger inhibition) at 10 µM | 310,000 tested, 1.2% active | AID 588511;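 active = ratio plate-corrected score three or more library SD toward inhibition, starting fluorescence score within five deviations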;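 note: score derived from kinetic fluorescence span divided by baseline fluorescence per well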
An asterisk follows results filed as active; i = inactive; · = no result given. Compounds as they come. About 6.7% of those tested had a hit in this group.

Codes: A = MrgX1 antag; B = TRPC6 inhibitor; C = MrgX1 PAM; D = SKKanGAS inh; E = TRPC4 agonist; F = ANO1 activ; G = TRPC4 block; H = TRPC6 activator; I = TRPC4 potent; J = MrgX1 ag; K = ANO1 block
CC(=O)N1c2ccccc2C(C)CC12CCCCC2 (stereo unspecified)
  A: i	B: i	C: i	D: -1	E: i	F: i	G: i	H: i	I: i	J: i	K: i

Cc1ccccc1Nc1nc(N)nc(CSCc2c(C)noc2C)n1
  A: i	B: i	C: i	D: 1	E: i	F: i	G: i	H: i	I: i	J: i	K: i

O=C(NCc1cccc(C(F)(F)F)c1)C1CC2Cn3c(nc4ccccc43)C2N1Cc1ccccc1 (stereo unspecified)
  A: i	B: i	C: i	D: 7	E: i	F: i	G: i	H: i	I: i	J: i	K: i

Cc1cc(Br)cc2c1NC(=O)C2(O)CC(=O)c1ccco1 (stereo unspecified)
  A: i	B: i	C: i	D: -2	E: i	F: i	G: i	H: i	I: i	J: i	K: i

Cn1c(C(=O)OCC(=O)NCc2ccc(F)cc2)cc2occc21
  A: i	B: i	C: i	D: 24	E: i	F: i	G: i	H: i	I: i	J: i	K: i

CCOc1ccc(NC(=O)c2ccccc2OCC(=O)c2ccc(C)cc2)cc1
  A: i	B: i	C: i	D: 4	E: i	F: i	G: i	H: i	I: i	J: i	K: i

C=CCn1cnc2scc(-c3ccc(OC)cc3)c2c1=O
  A: i	B: i	C: i	D: -9	E: i	F: i	G: i	H: i	I: i	J: i	K: i

CN(CCNC(=O)c1ccc(CS(=O)(=O)c2ccc(Br)cc2)o1)CCc1ccccc1
  A: i	B: i	C: i	D: -2	E: i	F: i	G: i	H: i	I: i	J: i	K: i

CCOC(=O)N1CCN(c2ncnc3nc[nH]c23)CC1
  A: i	B: i	C: i	D: -4	E: i	F: i	G: i	H: i	I: i	J: i	K: i

COc1cccc(C(=O)N(Cc2nc(-c3cccc(C)c3)no2)C(C)C)c1OC
  A: i	B: i	C: i	D: -3	E: i	F: i	G: i	H: i	I: i	J: i	K: i

Reprinted from the part before: 5 compounds, then new ones.
Codes: A = MrgX1 antag; B = TRPC6 inhibitor; C = MrgX1 PAM; D = SKKanGAS inh; E = TRPC4 agonist; F = ANO1 activ; G = TRPC4 block; H = TRPC6 activator; I = TRPC4 potent; J = MrgX1 ag; K = ANO1 block
CCOc1ccc(NC(=O)c2ccccc2OCC(=O)c2ccc(C)cc2)cc1
  A: i	B: i	C: i	D: 4	E: i	F: i	G: i	H: i	I: i	J: i	K: i

C=CCn1cnc2scc(-c3ccc(OC)cc3)c2c1=O
  A: i	B: i	C: i	D: -9	E: i	F: i	G: i	H: i	I: i	J: i	K: i

CN(CCNC(=O)c1ccc(CS(=O)(=O)c2ccc(Br)cc2)o1)CCc1ccccc1
  A: i	B: i	C: i	D: -2	E: i	F: i	G: i	H: i	I: i	J: i	K: i

CCOC(=O)N1CCN(c2ncnc3nc[nH]c23)CC1
  A: i	B: i	C: i	D: -4	E: i	F: i	G: i	H: i	I: i	J: i	K: i

COc1cccc(C(=O)N(Cc2nc(-c3cccc(C)c3)no2)C(C)C)c1OC
  A: i	B: i	C: i	D: -3	E: i	F: i	G: i	H: i	I: i	J: i	K: i

O=C(CNS(=O)(=O)c1ccc(F)cc1)N1CCOCC1
  A: i	B: i	C: i	D: 4	E: i	F: i	G: i	H: i	I: i	J: i	K: i

CCN(CC)c1ccc(CN(C(=O)c2cccs2)C2CCS(=O)(=O)C2)cc1 (stereo unspecified)
  A: i	B: i	C: i	D: -3	E: i	F: i	G: i	H: i	I: i	J: i	K: i

CS(=O)(=O)Cc1cc(N2CCCC2)nc(-c2ccccc2)n1
  A: i	B: i	C: i	D: -3	E: i	F: i	G: i	H: i	I: i	J: i	K: i

COC(=O)C1(C#N)C(c2ccccc2)C1(C(=O)OC)C(=O)OC (stereo unspecified)
  A: i	B: i	C: i	D: -2	E: i	F: i	G: i	H: i	I: i	J: i	K: i

Cc1ccc(CSCC(=O)N(C)CC(=O)Nc2ccc(Cl)c(Cl)c2)cc1
  A: i	B: i	C: i	D: -9	E: i	F: i	G: i	H: i	I: i	J: i	K: i

COc1ccccc1NC(=S)N(Cc1ccco1)Cc1cc2ccc(C)c(C)c2[nH]c1=O
  A: i	B: i	C: i	D: 13	E: i	F: i	G: i	H: i	I: i	J: i	K: i

CCOP(=O)(c1ccc(N(C)C)cc1)C(O)c1ccccc1F (stereo unspecified)
  A: i	B: i	C: i	D: -12	E: i	F: ·	G: i	H: i	I: i	J: i	K: i

Cc1cc(CNC(=S)Nc2cccc(Cl)c2Cl)nn1C
  A: i	B: i	C: i	D: -6	E: i	F: i	G: i	H: i	I: i	J: i	K: i

O=C(NCC(=O)N1CCN(c2ccccc2)CC1)c1ccc(Cl)cc1
  A: i	B: i	C: i	D: -2	E: i	F: i	G: i	H: i	I: i	J: i	K: i

O=C(NCc1ccccc1)NC(=O)c1ccccc1
  A: i	B: i	C: i	D: 2	E: i	F: i	G: i	H: i	I: i	J: i	K: i

O=C(COc1coc(CN2CCN(c3ccccc3)CC2)cc1=O)N1CCc2ccccc21
  A: i	B: i	C: i	D: -8	E: i	F: i	G: i	H: i	I: i	J: i	K: i

CC1(C)C(=O)Nc2ccccc2N1C(=O)CN1C(=O)c2ccccc2C1=O
  A: i	B: i	C: i	D: -3	E: i	F: i	G: i	H: i	I: i	J: i	K: i

OCCC1CN(Cc2ccccc2OC2CCCC2)CCN1Cc1ccsc1 (stereo unspecified)
  A: i	B: i	C: i	D: -2	E: i	F: i	G: i	H: i	I: i	J: i	K: i

Bioassay records as filed in PubChem BioAssay.
